HT1080-NT tox – kills 2HG-producing HT-1080-NT fibrosarcoma cells; HT-1080-NT fibrosarcoma viability, CellTiter-Glo ATP luminescence, 48 h; Potency, µM (doses to about 46.1 µM), for the others: top-dose activity, negative = less viability, hits mostly cytotoxic; 360,000 compounds, 1.6% hits;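 also: NT is the 2HG producing partner of a matched IDH1 knockdown line; potency is read from the fitted curve at half-maximal effect; 0% = DMSO-treated cells and -100% = media-only wells without cells; nearly all actives have a fitted effect of over 55% in size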
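Compounds were tested in concentration-response format on HT-1080-NT cells for 48 hours at 37 degrees C. Cell viability came from CellTiter-Glo luminescence; curves were classified by r2, response magnitude and activity.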
KB-3-1 cytotox – kills parental KB-3-1 adenocarcinoma cells | AID 1347075 | Potency, µM (top dose mostly 46.1 µM), inactives show at the top dose activity change, negative = cytotoxic, usual class: cytotoxic | 400,000 compounds, 1.4% hits | KB-3-1 viability, CellTiter-Glo ATP luminescence, 72 h; also: potency is read from the fitted curve at half-maximal effect; % is scaled to controls: 0 for no effect and ±100 for the full control effect; nearly all actives have a fitted effect of over 60% in size
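Screening of KB-3-1 cells (DMEM, 10% FBS, phenol-red free) ran from lowest to highest compound concentration; after 72 h at 37 °C viability was read luminescently and curves fitted.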
MCF10A rereplic – inducers of DNA re-replication in MCF 10A breast cells. MCF 10A DNA re-replication, Hoechst nuclear intensity, 48 h. Potency, µM (doses to about 46.1 µM), without a hit: at the highest dose activity, positive = re-replication, usual class: activators. 350,000 compounds, 2.9% hits; also: potency is read from the fitted curve at half-maximal effect; % of control where 0% means no effect; nearly all actives have a fitted effect of over 50% in size
HT1080 IDH1KD tx – HT-1080 IDH1 knockdown cell toxicity (counter line); AID 686971; Potency, µM (highest dose often 46.1 µM), for inactives: at the highest dose activity, negative = toxicity, actives largely listed as cytotoxic; HT-1080 IDH1 knockdown viability, ATP luminescence, 48 h; 360,000 compounds, 2% hits;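 also: potency is read from the fitted curve at half-maximal effect; 0% = DMSO wells and -100% = cell-free medium wells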
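IDH1KD HT-1080 cells, 750/well, RPMI + 5% FBS; compound pinned after 2 h settling; 48 h, 37 °C; CellTiter-Glo luminescence; % activity normalised to DMSO and no-cell wells; curves fitted, classed by r2 and efficacy.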
ATXN2 expr inh – inhibitors of ATXN2 expression | HEK-293 ATXN2-luciferase reporter, luminescence, 24 h | Potency, µM (series often up to 57 µM), inactives show top-dose activity change, negative = inhibition, hits mostly inhibitors | 360,000 compounds, 0.72% hits | AID 1745845; also: potency is read from the fitted curve at half-maximal effect; % is scaled to controls: 0 for no effect and ±100 for the full control effect; nearly all actives have a fitted effect of over 55% in size
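ATXN2-luciferase reporter cells (luciferase flanked by upstream and downstream ATXN2 gene portions) were treated 24 h at 37 °C with compounds at up to 57 uM. SteadyGlo luminescence gave expression; GF-AFC fluorescence gave viability.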
IL1B secr inh – blocks inflammasome-driven IL-1 beta release; THP-1 LPS/ATP IL-1B secretion, AlphaLISA, 16 h; active compounds read low; activity change, % at 57.5 µM; 360,000 compounds, 4.7% hits; AID 743279; in the data active = activity change below about -50%; inconclusive = mostly about -30% to -49%; also: % is scaled to controls: 0 for no effect and ±100 for the full control effect
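THP-1 cells pretreated 1 hr with compounds (up to 57.5 uM final), then stimulated with LPS (250 ng/mL final) plus ATP (1.25 mM final); secreted IL-1B measured by AlphaLISA after 16 hr, decreased signal indicating inhibition.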
SW480 rerep – inducers of DNA re-replication in SW480 colon cancer cells. 340,000 compounds, 1.8% hits. SW480 DNA re-replication, Hoechst DNA content imaging, 48 h. Potency, µM (highest dose often 46.1 µM), without a hit: at the highest dose re-replication activation, hits mostly activators. AID 624297; also: potency is read from the fitted curve at half-maximal effect; % of control where 0% means no effect; nearly all actives have a fitted effect of over 55% in size
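Image-based DNA-content assay: after two days of treatment, nuclei were labelled with the DNA dye Hoechst and imaged, and hits were compounds raising the count of nuclei showing high fluorescence intensity.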
WRN helicase inh – inhibitors of human WRN helicase; Q14191; WRN helicase unwinding, fluorescent forked duplex, kinetic; Potency, µM (doses to about 114 µM), for inactives: top-dose activity change, negative = inhibition, actives largely listed as inhibitors; 360,000 compounds, 0.46% hits; also: potency is read from the fitted curve at half-maximal effect; % is scaled to controls: 0 for no effect and ±100 for the full control effect; nearly all actives have a fitted effect of over 55% in size
Target sequence (Q14191 whole entry, looked up): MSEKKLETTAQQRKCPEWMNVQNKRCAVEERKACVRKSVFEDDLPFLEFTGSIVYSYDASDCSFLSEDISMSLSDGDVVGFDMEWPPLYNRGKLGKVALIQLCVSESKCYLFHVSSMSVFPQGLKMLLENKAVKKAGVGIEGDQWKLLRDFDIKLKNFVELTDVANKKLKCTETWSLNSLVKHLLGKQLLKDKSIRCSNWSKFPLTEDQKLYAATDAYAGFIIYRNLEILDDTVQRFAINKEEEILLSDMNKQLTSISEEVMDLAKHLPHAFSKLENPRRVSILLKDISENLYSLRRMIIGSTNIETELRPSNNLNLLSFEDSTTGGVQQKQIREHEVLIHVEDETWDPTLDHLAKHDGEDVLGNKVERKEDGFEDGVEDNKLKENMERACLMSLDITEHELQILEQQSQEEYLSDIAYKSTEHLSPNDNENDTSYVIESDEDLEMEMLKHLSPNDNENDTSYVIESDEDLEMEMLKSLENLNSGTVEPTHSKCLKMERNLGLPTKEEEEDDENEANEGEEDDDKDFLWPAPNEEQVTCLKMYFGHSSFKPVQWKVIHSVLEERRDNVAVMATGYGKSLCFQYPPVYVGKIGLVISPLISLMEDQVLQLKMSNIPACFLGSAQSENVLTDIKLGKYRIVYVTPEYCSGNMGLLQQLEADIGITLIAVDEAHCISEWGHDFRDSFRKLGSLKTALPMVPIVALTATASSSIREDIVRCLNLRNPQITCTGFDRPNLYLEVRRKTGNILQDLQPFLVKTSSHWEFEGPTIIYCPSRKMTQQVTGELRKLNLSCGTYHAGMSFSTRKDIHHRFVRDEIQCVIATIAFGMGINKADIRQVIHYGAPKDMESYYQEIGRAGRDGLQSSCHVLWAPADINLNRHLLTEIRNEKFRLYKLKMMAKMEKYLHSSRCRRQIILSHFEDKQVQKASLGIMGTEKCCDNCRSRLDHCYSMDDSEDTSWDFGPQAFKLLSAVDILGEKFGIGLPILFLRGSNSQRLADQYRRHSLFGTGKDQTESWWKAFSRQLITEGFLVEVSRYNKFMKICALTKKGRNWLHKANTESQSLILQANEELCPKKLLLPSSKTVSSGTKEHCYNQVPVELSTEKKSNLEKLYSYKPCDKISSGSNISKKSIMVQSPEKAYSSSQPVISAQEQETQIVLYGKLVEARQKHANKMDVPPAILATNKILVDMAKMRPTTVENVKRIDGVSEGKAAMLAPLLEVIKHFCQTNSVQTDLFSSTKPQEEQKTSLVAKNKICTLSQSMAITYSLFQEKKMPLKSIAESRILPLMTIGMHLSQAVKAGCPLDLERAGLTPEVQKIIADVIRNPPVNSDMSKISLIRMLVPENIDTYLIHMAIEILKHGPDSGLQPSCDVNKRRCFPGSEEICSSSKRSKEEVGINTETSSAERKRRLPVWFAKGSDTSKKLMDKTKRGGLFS
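Kinetic red-fluorescence monitoring (525/598 nm) tracks WRN helicase activity after 100 nM fluorophore-quencher forked duplex and 2 mM ATP are added to 20 nM enzyme pretreated 15 min at room temperature with compound.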
KB-V1 MDR tox – KB-V1 MDR subline cytotoxicity. KB-V1 MDR cells viability, CellTiter-Glo, 72 h. Potency, µM (doses to about 46.1 µM), inactives show at the highest dose activity change, negative = cytotoxicity, actives largely listed as cytotoxic. 400,000 compounds, 3.4% hits; also: potency is read from the fitted curve at half-maximal effect; % is scaled to controls: 0 for no effect and ±100 for the full control effect; nearly all actives have a fitted effect of over 60% in size
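KB-V1, DMEM (no phenol red) + 10% FBS; cpd pin-transferred, titration series; 72 h, 37 degrees C; CellTiter-Glo, luminescence. Data normalized, curve-fit.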
Numbers without * were called inactive; ? = inconclusive; . = no result given; [ ] = another dose, or the depositor's remark. Unless noted, calls follow the shape of the dose curve; as a rule, active = well fitted curve in the direction sought with a large enough effect; inconclusive = small, poorly fitted or top-dose-only effect, or another doubt; inactive = no such curve, though single readings can be large; an effect the other way counts as inactive or inconclusive. A portion of the library; count on the stated rates, not on these rows.

SMILES	HT1080-NT tox	KB-3-1 cytotox	MCF10A rereplic	HT1080 IDH1KD tx	ATXN2 expr inh	IL1B secr inh	SW480 rerep	WRN helicase inh	KB-V1 MDR tox
Cc1ccc(-n2cc(CNC(C)Cc3cnccn3)c(-c3cccc(C)c3)n2)cc1 (stereo unspecified)	?	-6%	?	?	-8%	-76*	?	-5%	-31%
COc1cccc(C(c2nnnn2-c2c(C)cccc2C)N2CCC(n3c(=O)[nH]c4ccccc43)CC2)c1OC (stereo unspecified)	?	?	.	?	?	-84*	.	-7%	?
Cc1nn(Cc2ccccc2Cl)c(C)c1C(=O)OCC(=O)N1CC(C)OC(C)C1 (stereo unspecified)	-1%	12%	1%	1%	-7%	13	.	-22%	?
CN1C(=O)NC(=O)C2(CCCC2)C1=O	1%	4%	-1%	9%	5%	7	-1%	1%	30%
C/C(=N\NC(=O)c1ccncc1)c1c(O)n(Cc2ccccc2)c(=O)[nH]c1=O	10%	1%	0%	0%	-2%	7	-4%	-4%	18%
COc1ccc(C(=O)O/N=C(/C(N)=O)P(=O)(OC(C)C)OC(C)C)cc1	?	1%	-2%	?	-7%	.	70%	-1%	0%
COc1ccc(OCC(=O)N2CCN(Cc3nc4cc([N+](=O)[O-])ccc4n3C)CC2)cc1	-7%	-1%	2%	-6%	-29%	-8	-3%	-1%	4%
Cc1ccc(C(=O)C2(C)N(O)C(C)C(c3cccs3)=[N+]2[O-])cc1 (stereo unspecified)	-1%	10%	4%	?	-12%	8	0%	2%	-21%
C[C@H](NC(=O)N1C[C@H]2C[C@@H](C1)c1cccc(=O)n1C2)C(=O)Nc1ccccc1F	-3%	?	28%	1%	-4%	-5	6%	-6%	3%
CC1([N+](=O)[O-])COP(=O)(Nc2cccc(Br)c2)OC1 (stereo unspecified)	2%	1%	-4%	8%	-9%	-16	-1%	-11%	0%

Taken from above.
KB-V1 MDR tox, Cc1ccc(C(=O)C2(C)N(O)C(C)C(c3cccs3)=[N+]2[O-])cc1 (stereo unspecified) → -21%
HT1080 IDH1KD tx, CC1([N+](=O)[O-])COP(=O)(Nc2cccc(Br)c2)OC1 (stereo unspecified) → 8%

Going on with the list.
SMILES	HT1080-NT tox	KB-3-1 cytotox	MCF10A rereplic	HT1080 IDH1KD tx	ATXN2 expr inh	IL1B secr inh	SW480 rerep	WRN helicase inh	KB-V1 MDR tox
N=c1sccn1Cc1ccc(Cl)cc1Cl	-16%	5%	-3%	-1%	-13%	-9	-2%	-5%[57.1 µM]	-16%
O=c1c2ccccc2nc(-c2ccccc2)n1-c1ccccn1	-2%	13%	20%	0%	-9%	17	-4%	2%	10%
C=C(C)COc1ccc(-c2n[nH]c(C)c2-c2ccc(Br)cc2)c(O)c1	10µM*	?	0%	10µM*	-23%	-92*	-4%	-19%	?
CN(C)CCSCc1nnc2n1-c1ccc(Cl)cc1C(c1ccccc1Cl)=NC2	1%	3%	5%	-11%	16%	.	-2%	7%	-15%
O=C(C[N+]12CCC(CC1)C(C(O)(c1ccccc1)c1ccccc1)C2)c1ccc(Br)cc1 (stereo unspecified)	-10%	-14%	24%	-7%	.	-59*	-11%	10%	17%
CCOP(=O)(C#CC(C)(C)C)C(C)(O)c1ccccc1 (stereo unspecified)	13%	19%	4%	8%	4%	7	1%	-8%	4%
CCCN(CC#CCOc1ccc(OC)cc1)CCC	16%	12%	12%	6%	-6%	24	-2%	4%[57.1 µM]	4%
O=C1NCN(c2ccccc2)C12CCN(C(c1nnnn1C1CCCCC1)C1CC1)CC2 (stereo unspecified)	?	-4%	.	-27%	-32%	-16	.	0%	-29%
O=c1c2ccccc2nc(SCC2CCCCO2)n1-c1ccccc1 (stereo unspecified)	9%	-1%	0%	10%	-1%	7	0%	3%	-29%
NS(=O)(=O)c1ccc(CCNc2nn3c(-c4ccc(F)c(Cl)c4)cnc3s2)cc1	?	-13%	.	12µM*	?	?	.	-6%	-10%
CP(=O)(Nc1ccc(Cl)cc1)c1nc2c(s1)CCCC2 (stereo unspecified)	2%	-16%	1%	-9%	-23%	36	-24%	6%	-17%
COc1ccc(-c2cc(C(=O)N3CCC4(CC3)OCCO4)c3ccccc3n2)cc1	-11%	-4%	4%	-14%	24%	-12	10%	1%	?
CC1CCC(C(C)C)C(OC(=O)Cn2c(COc3ccccc3)[n+](C)c3ccccc32)C1 (stereo unspecified)	12µM*	23µM*	?	12µM*	?	-105*	0%	-2%	0%
O=C1c2ccccc2-n2nncc2C2c3cc(Br)ccc3CCN12 (stereo unspecified)	-1%	-10%	.	-1%	-13%	-30	.	0%	?
O=[N+]([O-])c1cc(F)c(N2CCCCC2)cc1Br	1%	-23%	2%	-4%	7%	22	0%	-7%	4%
Cc1nc2ccccc2c(=O)n1-c1ccncc1	2%	4%	0%	3%	5%	12	0%	2%	0%
CCCN(CCC)C1CCc2cccc(O)c2C1 (stereo unspecified)	-27%	0%	-8%	2%	0%	6	0%	-7%	-19%
COc1ccccc1-n1c(/C=C/c2ccc(O)cc2)nc2ccccc2c1=O	-9%	-1%	?	0%	2%	?	?	-12%	-9%
O=C1CN=C(c2ccc(Br)cc2)c2oc3ccccc3c2N1	15µM*	0%	?	12µM*	?	13	-1%	8%	0%
O=C1NCN(c2ccccc2)C12CCN(C(CCc1ccccc1)c1nnnn1C1CCCC1)CC2 (stereo unspecified)	?	?	.	?	?	?	.	-1%	?

Record cards (already shown):
CN1C(=O)NC(=O)C2(CCCC2)C1=O is listed as HT1080-NT tox = 1%; KB-3-1 cytotox = 4%; MCF10A rereplic = -1%; HT1080 IDH1KD tx = 9%; ATXN2 expr inh = 5%; IL1B secr inh = 7; SW480 rerep = -1%; WRN helicase inh = 1%; KB-V1 MDR tox = 30%
Cc1ccc(-n2cc(CNC(C)Cc3cnccn3)c(-c3cccc(C)c3)n2)cc1 (stereo unspecified) is listed as HT1080-NT tox = ?; KB-3-1 cytotox = -6%; MCF10A rereplic = ?; HT1080 IDH1KD tx = ?; ATXN2 expr inh = -8%; IL1B secr inh = -76*; SW480 rerep = ?; WRN helicase inh = -5%; KB-V1 MDR tox = -31%

The list continues.
SMILES	HT1080-NT tox	KB-3-1 cytotox	MCF10A rereplic	HT1080 IDH1KD tx	ATXN2 expr inh	IL1B secr inh	SW480 rerep	WRN helicase inh	KB-V1 MDR tox
O=C(c1cccs1)N1C2CCC1CC(O)(c1cccnc1)C2 (stereo unspecified)	9%	-3%	0%	9%	-8%	-3	-30%	4%	0%
O=c1cccc2n1C[C@H]1C[C@@H]2CN2CCCC[C@@H]12	2%	-4%	-8%	-1%	17%	-6	-7%	-7%	12%
COC(=O)C1=C(c2ccc(Cl)c(C(F)(F)F)c2)C[C@@H]2CC[C@H]1N2C(=O)NCCCOC(C)C	-6%	-6%	-14%	-2%	0%	-13	-1%	16%	-1%
CCC1(O)CCC2C3CCC4=CC(=O)CCC4C3CCC21CC (stereo unspecified)	3%	-9%	15%	1%	-1%	16	-1%	-3%	?
O=[N+]([O-])c1ccc2c(c1)Cc1cc(O)ccc1-2	0%	.	?	-8%	4%	-5	-3%	-17%	.
O=[N+]([O-])c1[nH]cnc1Br	-5%	-15%	-22%	2%	8%	22	2%	3%	-2%
Cc1nn(Cc2ccccc2Cl)c(C)c1C(=O)Nc1nnc(C2CC2)s1	?	0%	37%	2.5µM*	11%	0	?	-14%	0%
COc1ccccc1N1CCN(Cc2cccc(Br)c2)CC1	-9%	6%	2%	-3%	-34%	11	-23%	-2%	0%
CC1(C)NC(=O)[C@H]2CCCN21	0%	0%	-1%	11%	6%	23	-4%	19%	14%
Cc1cccc(C(=O)Nc2ccc(Cl)cc2C(=O)c2ccccc2)c1	-21%	0%	17%	-5%	5%	-18	-3%	1%	-2%
Cc1cc(OCc2nn[nH]n2)c2c3c(c(=O)oc2c1)CCC3	3%	6%	7%	2%	10%	11	-3%	-17%	?
CCOC(=O)C(=CNc1ccc(C(O)(C(=O)OCC)C(F)(F)F)cc1C)C(=O)OCC (stereo unspecified)	-15%	-7%	?	-13%	-14%	-12	-5%	-12%	?
COc1ccc(CCNC2CCCCC2)cc1	11%	6%	0%	17%	-15%	10	-14%	-3%	29%
Cc1cccc(-n2c(=S)[nH]c3ccccc3c2=O)n1	17%	-9%	-1%	12%	-30%	-5	-13%	6%	4%
COc1ccccc1CCNC1CCCC(C)C1 (stereo unspecified)	0%	7%	-4%	0%	?	19	2%	0%	0%
Cn1cccc1/C=C1\C(=O)NC(=O)N(Cc2ccccc2Cl)C1=O	-29%	?	28%	-11%	-1%	27	13%	40µM*	-7%
COc1ccccc1C(=O)C1CCCN(Cc2cnc(C)s2)C1 (stereo unspecified)	-3%	-20%	0%	-3%	.	19	0%	-2%	4%
Cc1cccc(N=Cc2c(O)n(-c3ccccc3C)c(=O)[nH]c2=O)c1	9%	8%	?	7%	-2%	6	-3%	-10%	4%
CCOC(=O)C1(C)CCCN1C(=O)c1cccs1 (stereo unspecified)	?	0%	.	3%	8%	20	.	-4%	3%
CCCCCCOC(=O)c1ccccc1N	-1%	0%	?	-7%	-5%	-4	-2%	9%	-7%
CC12Cc3cnoc3C=C1CCC1C2CCC2(C)C1CCC2(C)O (stereo unspecified)	3%	6.5µM*	?	2%	-27%	-50*	1%	-10%	?
O=C(OCCN1CCOCC1)C1(c2ccccc2)CCCC1	-16%	3%	-2%	0%	10%	18	1%	6%[57.1 µM]	?
CCOC(=O)c1c(C)n(Cc2ccccc2)c2ccc(O)cc12	-14%	-15%	?	-20%	4%	-3	-4%	-31%	10µM*
NC(=O)c1ccsc1NC(=O)COC(=O)Cc1ccccc1	1%	-8%	4%	-5%	.	19	-11%	-11%	-10%
CC(=O)Nc1cc(C(=O)N2CCC3(CC2)OCCO3)ccc1S(=O)(=O)c1ccc(C)cc1	17%	5%	-5%	10%	-5%	-9	-16%	-2%	-7%
